Compound activity from PubChem BioAssay.
NTR1 ag: agonists of NTR1, primary screen, imaging, U2OS cells, beta-arrestin-GFP, high content (AID 493036); Neurotensin receptor type 1 (Homo sapiens), P30989; NTR1-U2OS beta-arrestin-GFP spot imaging, agonist mode; activation, % at 20 µM; hit rate 0.17% among 330,000;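 active = activation at or above 40% of the spot to cytoplasm intensity ratio, with at least 20 cells analyzed; inconclusive = wells under 20 cells, flagged as cytotoxic or low count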;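 also: 0% = DMSO without peptide and 100% = 100 nM NTR1 peptide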
Target sequence (P30989 whole entry, looked up): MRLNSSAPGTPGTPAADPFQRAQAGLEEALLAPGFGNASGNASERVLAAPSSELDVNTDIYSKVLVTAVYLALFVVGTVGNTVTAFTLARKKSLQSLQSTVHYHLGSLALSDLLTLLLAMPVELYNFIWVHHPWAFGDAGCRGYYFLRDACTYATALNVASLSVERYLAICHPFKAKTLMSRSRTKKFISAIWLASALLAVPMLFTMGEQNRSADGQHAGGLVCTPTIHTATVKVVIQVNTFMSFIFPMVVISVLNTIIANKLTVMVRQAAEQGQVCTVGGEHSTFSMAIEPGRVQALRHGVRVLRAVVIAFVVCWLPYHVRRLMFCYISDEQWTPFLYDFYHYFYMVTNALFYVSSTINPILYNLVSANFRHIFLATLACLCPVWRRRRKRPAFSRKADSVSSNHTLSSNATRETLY
T cell modulator: modulators of CD8 T cell-vesicle binding, primary screen, mouse 2C CD8+ T cells, flow cytometry. 2C CD8+ T cell-vesicle binding; hits give low values. calls only at 7 µM. hit rate 0.068% among 330,000. AID 2052, 2009;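 active = response, share of CD8 T cells binding vesicles, and their 90th percentile fluorescence all below set limits, cut at about 80% in these data, passing the limit was not always enough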
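Benchmarks: naked versus QL9-loaded vesicles / Assay system: purified 2C TCR transgenic mouse naive CD8+ T cells / Technique: high-throughput flow cytometry with anti-B7-1 and anti-CD8 staining / Timing: Cell–vesicle co-incubation 1.5 h at 37 °C, staining 20 min on ice / Read-out: percent CD8+ FL2 mean versus row control / Probe or stimulus: QL9-loaded Drosophila micro-vesicles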
KOR beta-arrestin-1: KOR agonists, beta-arrestin recruitment, primary screen, cell-based, luminescence, uHTS (AID 1777); KOR beta-arrestin recruitment, luminescence; higher % means a stronger effect; Kappa-type opioid receptor (Homo sapiens); activation, % at 10 µM, or EC50 in µM where a hit was titrated; hit rate 0.02% among 280,000; in the data active = activation above about 50%, passing the limit was not always enough; also: a part of the inactive calls stands beside numbers as strong as those of hits
Myeloid diff MLP: induction of myeloid progenitor differentiation, primary screen, cell-based, flow cytometry, MLPCN library; ER-HoxA9 myeloid progenitors, lysozyme-GFP differentiation; calls only at 10 µM; hit rate 1% among 360,000; AID 624256, 2012;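 active = normalized GFP-positive differentiation at or above the plate's own cutoff, the solvent-only control mean plus 3 SD; inconclusive = no clear call, values can overlap the other calls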;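 also: cells exposed to compound for four days before flow analysis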
GPR55 antagonists: GPR55 antagonists blocking LPI-driven arrestin recruitment, primary screen, imaging, U2OS, beta-arrestin-GFP, LPI agonist (AID 2013); U2OS GPR55 beta-arrestin-GFP translocation imaging, LPI antagonism; higher % means a stronger effect; inhibition, % at 10 µM; hits with a dose series show IC50 in µM; hit rate 0.13% among 290,000; G-protein coupled receptor 55 (Homo sapiens);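 active = spots per cell inhibited over 60%, with over 100 cells counted and total cytoplasm intensity under 500,000; inconclusive = wells with under 100 cells, flagged as likely toxic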;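 also: U2OS cells stably carrying GPR55 and arrestin-GFP stimulated by 5 µM LPI near EC80; imaged beta-arrestin-GFP aggregate spots per cell after agonist stimulation; plate controls were LPI-stimulated DMSO wells for no effect and DMSO wells without LPI for full effect; some results filed as inactive read as strong as hits; confirmed hits need IC50 under 10 µM and bright autofluorescent wells are also inconclusive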
GPR55 activation: GPR55 agonists via beta-arrestin recruitment, primary screen, imaging, U2OS cells, beta-arrestin-GFP redistribution (AID 1961) | G-protein coupled receptor 55 (Homo sapiens) | U2OS GPR55 beta-arrestin-GFP redistribution imaging; higher % means a stronger effect | hit rate 0.048% among 290,000 | activation, % at 10 µM; hits with a dose series show EC50 in µM;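 active = activation above 40% with more than 50 cells counted in the well; inconclusive = wells holding fewer than 50 cells, flagged as toxic or sparse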;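 also: U2OS osteosarcoma cells stably expressing GPR55 and beta-arrestin-GFP; plate controls were DMSO negative control for no effect and LPI positive control for full effect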
KOR beta-arrestin-2: KOR antagonists, beta-arrestin recruitment, cell-based, luminescence, uHTS (AID 1778) | hit rate 0.091% among 290,000 | inhibition, % at 10 µM, or IC50 in µM where a hit was titrated | KOR beta-arrestin recruitment, luminescence, antagonist mode; higher % means a stronger effect | Kappa-type opioid receptor (Homo sapiens); also: strong numbers were not always called active
NOD1 NF-kB reporter: NOD1 signaling inhibitors, primary screen, cell-based, luminescence, uHTS (AID 1578); NOD1-driven NF-kB luciferase reporter cells, luminescence; higher % means a stronger effect; one-dose inhibition, % at 4 µM; EC50 in µM for titrated hits; hit rate 1% among 290,000; in the data active = inhibition mostly above about 36%, no sharp cut-off; inactive = mostly below about 34%;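 also: HEK-293T reporter cells stimulated with the NOD1 agonist gamma-tri-DAP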
NOD2 inhibition: NOD2 signaling inhibitors, cell-based, luminescence, uHTS, HEK293 (AID 1566); hit rate 0.63% among 290,000; inhibition, % at 4 µM; hits with a dose series show EC50 in µM; HEK293 NOD2/NF-kB luciferase reporter, luminescence; higher % means a stronger effect; also: many of its hits are not listed in these tables
T cell modulator vesicle-bound %: recorded beside T cell modulator, whose call it bears; double positive events, %; measured here: CD8+ vesicle-bound cell fraction;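 binding gate set so that unloaded-vesicle control wells show 10% double positive cells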
NTR1 ag cell count 20 µM: also measured in NTR1 ag; calls as there; cell count; measured here: cell count, cytotoxicity flag
Myeloid diff MLP GFP+ MAC1+ %: also measured in Myeloid diff MLP; calls as there; GFP+ MAC1+ double positive, %; measured here: differentiation confirmed by MAC1 staining
An asterisk follows results filed as active; i = inactive; u = inconclusive; x = no result given; + = active, no number; [ ] = another dose, or the depositor's remark. Rule as the data show it, unless noted: active = inhibition above about 50%; inactive = the rest. Not all compounds are listed (hit frequency here may not be typical).

Values run as follows: NTR1 ag	NTR1 ag cell count 20 µM	T cell modulator	T cell modulator vesicle-bound %	KOR beta-arrestin-1	Myeloid diff MLP	Myeloid diff MLP GFP+ MAC1+ %	GPR55 antagonists	GPR55 activation	KOR beta-arrestin-2	NOD1 NF-kB reporter	NOD2 inhibition
C=CCn1c(=O)c2ccccc2n2c(SCC(=O)NCCc3ccccc3)nnc12
    2.8	83	i	21	-1.3%	i	0.4	4%	-0.4%	26%	-10%	8%
Cc1ccc(-c2csc3nnc(SCC(=O)NCc4ccco4)n23)cc1
    0.4	77	i	48	-3.6%	i	0.9	26%	0.5%	0%	-7%	11%
COC(=O)c1[nH]c2cc(OC)ccc2c1NC(=O)CN1CCN(c2cccc(C)c2)C(C)C1 (stereo unspecified)
    7.6	104	i	43	4.5%	i	1.6	3%	-0.1%	-22%	39%	1%
COc1cc(CN(C)CCc2ccccn2)cc(OC)c1OC
    0.9	52	i	1	-0.2%	i	0.7	4%	0.2%	-19%	-6%	-9%
COc1cccc(NC(=O)CSc2nnc(NC(=O)C3CC3)s2)c1
    0.7	56	i	51	-2.3%	i	0.4	8%	0.6%	4%	-28%	-1%
CN(C)c1ccc2c3c(ccc(N(C)C)c13)C(=O)OC2
    -0.5	51	i	19	0.1%	i	0.8	4%	0.4%	-14%	-10%	2%
N=c1c2c(-c3ccccc3)c(-c3ccccc3)oc2ncn1CCN1CCOCC1
    0.3	75	i	42	4.3%	i	2.0	10%	-0.3%	-16%	14%	8%
CN(CC(=O)Nc1ccc(Cl)cc1)C1CCCCC1
    1.2	63	i	41	2.3%	i	0.2	22%	-0.2%	-55%[20 µM]	5%	-8%
CCCCCCCNC(=O)COc1ccc2c(c1)C(=O)CC(C)(C)O2
    -0.5	49	i	45	-2.4%	i	6.1	13%	-0.1%	-7%	-1%	14%
COc1ccc(S(=O)(=O)N2CCOC2CNC(=O)C(=O)NCc2ccc3c(c2)OCO3)cc1OC (stereo unspecified)
    -1.4	47	i	14	5.5%	i	0.9	-22%	0.2%	-36%	20%	10%
CCCCNC(=O)c1cn(C)c2ccc(S(=O)(=O)N3CC(C)CC(C)C3)cc2c1=O (stereo unspecified)
    3.0	60	i	7	-6.7%	u	x	-6%	0.4%	43%	33%	-10%
CCOCCCNC(=O)Cn1cnc2c(cnn2-c2ccc(C)c(C)c2)c1=O
    -0.7	61	i	58	-1.8%	i	0.7	-12%	-0.2%	-4%	-30%	-1%
CN1CCN(c2nc(-c3ccc(Cl)cc3Cl)nc3ccccc23)CC1
    1.1	92	i	52	-2.8%	i	0.4	9%	0.0%	10%	-1%	10%
COc1cccc(C(=S)N2CCOCC2)c1OS(=O)(=O)c1ccc(Cl)cc1
    3.1	56	i	7	6.8%	x	x	-1%	-0.2%	-29%	-39%	-7%
CCN1CCN(CCCNC(=O)Cn2cc3c(n2)CCCC3)CC1
    -2.9	66	i	14	-1.6%	i	1.4	-16%	-0.1%	-23%	-2%	-3%

Single entries from the results shown.
For NTR1 ag, `COc1cccc(NC(=O)CSc2nnc(NC(=O)C3CC3)s2)c1` shows 0.7
For KOR beta-arrestin-1, `CCCCCCCNC(=O)COc1ccc2c(c1)C(=O)CC(C)(C)O2` shows -2.4%

New compounds follow.
Values run as follows: NTR1 ag	NTR1 ag cell count 20 µM	T cell modulator	T cell modulator vesicle-bound %	KOR beta-arrestin-1	Myeloid diff MLP	Myeloid diff MLP GFP+ MAC1+ %	GPR55 antagonists	GPR55 activation	KOR beta-arrestin-2	NOD1 NF-kB reporter	NOD2 inhibition
CN(C)Cc1c(-c2ccc(Cl)cc2)nc2ccccn12
    2.4	28	i	29	-0.5%	i	0.1	15%	0.2%	13%[20 µM]	-47%	-82%
COc1ccccc1-n1c(=O)[nH]c2c(C(N)=O)nc(C3CCCCC3)nc21
    6.3	59	i	36	-12%	i	3.5	3%	-0.1%	37%	12%	10%
O=C(CN1CCN(C/C=C/c2ccccc2)CC1)Nc1ccc(F)cc1F
    -0.7	51	i	27	-3.5%	i	0.6	2%	0.6%	-2%	-27%	-11%
CC(=O)c1cccc(NC(=S)NC(=O)c2ccc(Cl)cc2)c1
    0.7	75	i	48	-1.0%	i	0.6	-5%	-0.3%	-25%	-50%	-44%
Cc1cc(C)n(-c2ccc(C(=O)Nc3ccc(S(=O)(=O)NCc4ccco4)cc3)cc2)n1
    1.2	66	i	59	-1.9%	i	1.7	7%	0.3%	0%	26%	40%
C=C1N(C)c2cc([N+](=O)[O-])c(N)cc2C1(C)C
    1.5	67	i	13	-4.8%	i	0.2	10%	0.3%	19%	-16%	5%
CC1CN(C)C(c2ccccc2)C(C)C12NC(=O)NC2=O (stereo unspecified)
    -1.0	42	i	34	-4.4%	i	0.6	-7%	-0.4%	-2%	7%	4%
CCOC(=O)C1(Cc2ccc(OC)cc2)CCN(C(=O)CN2CCCCC2=O)CC1
    0.2	34	i	17	-3.3%	i	0.1	-9%	-0.2%	-1%	-17%	-8%
O=C(CSc1nc2ccccc2n1CC(=O)N1CCCC1)Nc1ccc2c(c1)OCO2
    -0.9	57	i	22	x	+	16*	2%	-0.1%	x	-53%	-21%
CCC(Sc1nc(C)cc(=O)[nH]1)C(=O)Nc1sc2c(c1C#N)CCCC2 (stereo unspecified)
    1.0	44	i	32	-6.0%	i	2.0	-2%	0.3%	-14%	39%	37%
Cc1cc(NC(=O)CCC(=O)N(Cc2ccco2)C2(C(=O)NC3CCCC3)CCCCC2C)no1 (stereo unspecified)
    1.3	51	i	15	0.0%	i	1.7	2%	-0.1%	19%	-17%	-6%
CN(C(=O)CCc1nnc(Cc2ccc(-c3ccccc3)cc2)o1)C1CCOCC1
    0.5	78	i	46	x	i	0.8	3%	-0.1%	13%[20 µM]	-25%	8%
CCCCCCCCC(=O)N/N=C(\C)c1ccco1
    3.3	71	i	49	0.3%	i	0.3	-7%	-0.1%	-29%	-27%	-8%
CC(=O)N1CCN2C(=O)C1CCCC(=O)c1cc(C)ccc12 (stereo unspecified)
    0.1	53	i	27	1.9%	i	1.1	-1%	-0.2%	4%	-21%	10%
O=C(/C=C/Nc1cccc(C(F)(F)F)c1)c1ccco1
    -0.1	50	i	36	x	i	0.4	18%	0.2%	-22%[20 µM]	-64%	-49%
COc1cc(C2C(C(=O)c3cccs3)=C(O)C(=O)N2CCN2CCOCC2)cc(OC)c1OC (stereo unspecified)
    -0.4	60	i	48	-6.4%	i	0.1	-11%	0.5%	11%[20 µM]	-30%	2%
CC12CCC(C(=O)NCCCN3CCOCC3)(OC1=O)C2(C)C (stereo unspecified)
    0.3	85	i	49	-1.3%	i	1.3	3%	-0.2%	-29%	-4%	16%
C/C(=N/NC(=O)c1sc(NS(=O)(=O)c2ccc(C)cc2)nc1C)c1sc(N)nc1C
    0.1	53	i	63	-2.8%	i	0.4	2%	-0.3%	7%	-16%	20%
NNC(=O)Nc1cccc(C(F)(F)F)c1
    -1.7	58	i	30	-4.3%	i	0.4	76%	0.1%	-5%	-9%	-29%
COc1ccc(C(CNC(=O)c2ccc(S(=O)(=O)N(C)C)cc2)N2CCCC2)cc1 (stereo unspecified)
    -1.3	70	i	29	2.7%	i	0.0	-20%	-0.3%	23%	-3%	-16%
COc1ccc(CSc2nnnn2Cc2ccccc2)cc1OC
    -2.1	57	i	10	1.1%	i	1.3	-22%	-0.1%	3%	7%	5%
O=C(NCCCn1ccnc1)c1sc2cccc(F)c2c1Cl
    0.9	48	i	26	2.1%	i	1.6	-2%	33%	-27%	-17%	22%
COC(=O)C1CCN(C(=O)/C=C/c2ccccc2)CC1
    -1.2	60	i	49	0.4%	i	0.8	6%	-0.1%	17%	-32%	-18%
O=C(c1c(F)cccc1F)N(Cc1ccccn1)C1CCCC1
    0.4	68	i	4	1.5%	i	6.9	8%	0.2%	11%	x	0%
COc1ccc(CNC(=O)COc2cccnc2[N+](=O)[O-])cc1
    -1.1	93	i	59	-5.1%	i	1.6	-13%	1.9%	20%	2%	19%
COC(=O)c1[nH]c2c(c1C)C(=O)CC(c1cc(OC)ccc1OC)C2 (stereo unspecified)
    -3.0	55	i	36	-0.7%	+	7.1*	-10%	0.2%	-106%	-16%	-11%
COC(=O)c1sc(-c2ccc(Cl)cc2)cc1NC(=O)c1ccccc1C(=O)O
    1.7	58	i	2	3.5%	i	0.3	1%	3.6%	-18%	-11%	6%
CC(C)Oc1ccc(S(=O)(=O)N(C(C)C)C(C)C)cn1
    -0.7	58	i	46	-1.6%	i	0.4	-5%	0.4%	-6%	-31%	0%
CC(O)c1nc2ccccc2n1C/C=C/c1ccccc1 (stereo unspecified)
    1.1	70	i	30	-5.4%	i	1.8	-1%	-0.1%	26%	-8%	0%
COc1ccc2[nH]c3c(N4CC(C)OC(C)C4)ncnc3c2c1 (stereo unspecified)
    -2.1	87	i	35	-6.8%	x	x	12%	-0.1%	-3%	-12%	3%
CC(C)(C)c1ccc(C(=O)c2c[nH]c(C(=O)NCc3cccs3)c2)cc1
    2.4	77	i	17	3.1%	i	0.6	-9%	-0.2%	8%	-28%	8%
N#Cc1ccccc1CSC1=NCCS1
    -2.2	91	i	60	-1.6%	i	0.1	-4%	0.2%	-16%	-28%	8%

3 entries out of the list above, sorted by the number in NOD2 inhibition, largest number first.
molecule	NOD2 inhibition
COc1cc(C2C(C(=O)c3cccs3)=C(O)C(=O)N2CCN2CCOCC2)cc(OC)c1OC (stereo unspecified)	2%
CC(O)c1nc2ccccc2n1C/C=C/c1ccccc1 (stereo unspecified)	0%
COC(=O)C1CCN(C(=O)/C=C/c2ccccc2)CC1	-18%
